Assay outcomes as filed in PubChem.
TRPM1 prom inh = inhibitors of MITF-driven TRPM1 promoter in melanoma cells. SK-MEL-5 TRPM1 promoter luciferase, 24 h. actives 0.83% (n = 330,000). AID 488899. inhibition, % at 12.5 µM;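 active = mean inhibition across replicates of 60% or more, whatever share of single replicates reaches that level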; note: values of inactives mirror those of a sister screen read the other way
CF NFkB block = inhibitors of cystic fibrosis induced NF-kB; KKLEB NF-kB-GFP reporter, PAF-induced, GFP fluorescence overnight; inhibition, % at 5 µM; actives 0.86% (n = 360,000);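 active = at least 50% inhibition at 5 µM, scaled per plate between neutral and stimulator controls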;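 note: PAF is a Pseudomonas aeruginosa culture filtrate used as stimulus; plate controls were PAF-stimulated DMSO wells for no effect and unstimulated DMSO wells for full effect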
NR2E3 ag-1 = agonists of human NR2E3 nuclear receptor. Q9Y5X4. CHO-S Gal4-NCOR/VP16-NR2E3 two-hybrid, luciferase. inhibition of corepressor binding, % at 3.98 µM. actives 0.35% (n = 360,000). AID 602229;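 active = inhibition above the mean of all tested compounds plus 3 SD, cut at about 70% in these data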;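 note: 0% = DMSO with NR2E3 transfected cells and 100% = cells lacking NR2E3 construct; higher means lower luciferase signal from less NR2E3 corepressor binding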
Target sequence (Q9Y5X4 whole entry, looked up, the tested form may be a part): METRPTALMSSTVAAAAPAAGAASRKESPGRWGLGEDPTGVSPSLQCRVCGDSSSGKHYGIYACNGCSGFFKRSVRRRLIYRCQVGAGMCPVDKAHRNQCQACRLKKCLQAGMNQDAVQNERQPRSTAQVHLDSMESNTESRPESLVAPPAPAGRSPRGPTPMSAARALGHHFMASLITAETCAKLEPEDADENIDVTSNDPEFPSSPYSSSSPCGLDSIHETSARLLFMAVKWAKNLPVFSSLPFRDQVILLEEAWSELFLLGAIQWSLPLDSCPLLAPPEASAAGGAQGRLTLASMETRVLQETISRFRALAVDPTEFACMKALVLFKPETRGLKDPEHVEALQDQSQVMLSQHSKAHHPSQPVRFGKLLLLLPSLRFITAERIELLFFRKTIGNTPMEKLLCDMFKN
TWEAK-Fn14 inh = blocks TWEAK-Fn14 interaction in a reporter cell assay. TWEAK-stimulated Fn14 reporter cells, luciferase luminescence, 8 h. inhibition, % at 10 µM. actives 2% (n = 360,000). AID 1159606; in the data active = inhibition above about 50%
TROY NFkB inh = blocks TROY-dependent signaling in reporter cells. AID 1347056. inhibition, % at 10 µM. Q293 LMP1-TROYcd NF-kB luciferase reporter, 4 h. actives 0.98% (n = 360,000);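 active = compounds whose plate-normalised and pattern-corrected inhibition of the luciferase reporter signal at the single screening dose is 50% or more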
HIF-2a inh = HIF-2a inhibition. 786-0 RCC cells HIF-2a reporter, luciferase luminescence, overnight. inhibition, % at 18.8 µM. actives 0.72% (n = 360,000). AID 624352;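 active = inhibition of the luminescence signal of 40% or more relative to plate controls, in a single-dose primary screen at 18.75 µM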
KKLEB cytotox = CF airway cell cytotoxicity counter-screen; activity change (cytotoxicity), % at 5 µM; KKLEB CF airway cells viability, ATPlite luminescence, overnight; stronger effect = lower value; cells stimulated with P. aeruginosa culture filtrate; actives 0.36% (n = 360,000);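 active = corrected activity change at or below -50% at 5 µM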
C8 TRAIL sens = sensitizes caspase-8 expressing cells to TRAIL; actives 1% (n = 360,000); inhibition (viability loss, TRAIL sensitization), % at 10 µM; NB7+C8 cells + TRAIL, ATPlite viability luminescence;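 active = compounds causing at least 50% loss of cell viability in the single-dose screen, relative to plate controls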
NR2E3 ag-2 = NR2E3 (human) agonism | inhibition of corepressor binding, % at 4.78 µM | Q9Y5X4 | GST-NR2E3/biotin-RetCOR TR-FRET, 1536-well | actives 0.12% (n = 320,000) | AID 2300;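 active = percent inhibition above the cutoff of mean plus 3 SD of all tested compounds, set per screening campaign, cut at about 20% in these data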;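 note: 0% = DMSO wells and 100% = biotin wells as full block of FRET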
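Test system – NR2E3–RetCOR corepressor complex · Quantity – NR2E3 fusion 1.35 nM · Buffer or medium – Tris pH 7.5 · Incubation – Compound–protein incubation for 5 h at 4 °C · Technique – TR-FRET, Eu(K)-anti-GST donor, streptavidin-D2 acceptor, ex 340, em 617/671 nm · Evaluation – percent inhibition of 671/617 nm emission ratio versus biotin and DMSO controls · Plate – 1536-well format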
Shn3 inh set2 = inhibitors of Schnurri-3 3'UTR reporter in osteoblasts; Clone20 osteoblast Shn3 3'UTR firefly luciferase, 24 h; inhibition, % at 12.5 µM; actives 0.52% (n = 360,000);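 active = mean inhibition of at least 75% with every replicate also reaching 75%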;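 note: 0% = median of neutral control wells and 100% = pilot-screen positive control compound; some compounds past the cut are filed as inactive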
Peg3 prom inh = Peg3 promoter activity inhibition; HeLa PEG-Prom luciferase reporter, luminescence, overnight; actives 1.7% (n = 360,000); AID 588405; inhibition, % at 20 µM;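 active = inhibition of at least 50% at 20 µM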
* hit, by the source's call; . = not tested or not shown. A portion of the library; rates above refer to the full screens.

SMILES	TRPM1 prom inh	CF NFkB block	NR2E3 ag-1	TWEAK-Fn14 inh	TROY NFkB inh	HIF-2a inh	KKLEB cytotox	C8 TRAIL sens	NR2E3 ag-2	Shn3 inh set2	Peg3 prom inh
COc1cc(NC(=O)c2ccc(CNc3c(N4CCOCC4)c(=O)c3=O)cc2)cc(OC)c1	.	23	3	-20	-8	19	-21	34	0	6	11
CCNC(C(=O)c1c[nH]c2c(CC)cccc12)c1ccccc1 (stereo not drawn)	-5	7	-42	1	-26	-6	4	-2	2	-5	-40
Cc1cc(F)ccc1NC(=O)c1cc(S(=O)(=O)N2CCCC2)cn1C	.	20	-16	0	-3	14	-5	5	1	4	2
O=C(NCCCNC(=O)c1ccccn1)c1ccccn1	3	2	-9	13	-3	6	1	6	4	17	13
Cc1ccccc1NS(=O)(=O)c1ccc2c(c1)CCC(=O)N2	.	-32	0	3	-7	1	-11	-11	.	5	2
Cc1nc(NC(C)C)c2cnn(CCc3ccccc3)c2n1	-89	4	-65	-14	-39	-201	-3	3	6	-11	-176
CCSc1nnc(Cc2cc(=O)[nH]c(=O)[nH]2)n1-c1cccc(C)c1	4	-6	-14	5	-13	13	5	-1	2	-10	18
O=C(NC1CCN(Cc2ccccc2)CC1)C1CCN(S(=O)(=O)c2cccc3cccnc23)CC1	10	13	-7	11	20	7	0	-2	1	-22	-13
COC(=O)Cc1ccc(O)c(N)c1	-6	9	-25	-3	-20	6	-1	-2	-1	-4	-17
CC(=O)C1=C(C)NC(=O)NC1c1ccc(OC2CCCC2)cc1 (stereo not drawn)	-3	-7	-46	-7	12	10	-27	5	-1	-8	-14
Cc1ccc(NC(=O)CSC2=Nc3ccccc3C3CC=NN23)c(C)c1 (stereo not drawn)	2	-3	-19	7	-8	4	3	-5	0	-37	17
Cn1ncc(N=Cc2ccccc2)c1C(=O)Nc1cccc(Cl)c1	-4	-6	8	-8	-13	-35	-23	13	-1	8	-18
CC(C)c1ccc(CNc2ccc(N3CCOCC3)cc2)cc1	8	13	-23	19	20	-88	-6	20	2	17	-56
CCOC(=O)Cc1csc(NC(=O)c2ccc(C)o2)n1	-9	0	-2	1	-4	-42	2	3	1	-60	-24
Cn1cccc1C(=O)C(=O)Nc1cccc(Cl)c1Cl	-53	0	-86	-1	-74	-234	-1	-14	-1	-89	-235
CC1CCCN(c2nc(NCc3ccco3)nc(N)c2[N+](=O)[O-])C1 (stereo not drawn)	1	5	-7	44	27	19	-1	13	-1	23	14
Cc1ccc(-c2csc(N(CCc3ccccc3)C(=O)COc3ccccc3)n2)cc1	-12	-5	1	-3	0	3	2	9	0	6	3
Cc1cc(C)cc(-n2ncc3c2CCCC3NC(=O)C2CCC2)c1 (stereo not drawn)	-9	3	-3	-8	-17	-13	-9	0	-1	1	-3
COc1ccc(-n2c3c(c(=O)[nH]c2=O)C(NC(C)=O)(C(F)(F)F)C(=O)N3)cc1 (stereo not drawn)	1	-3	26	10	14	17	-2	-5	5	-15	11
CCCC(=O)Nc1cc(-c2nn(C)c(=O)c3ccccc23)ccc1N1CCOCC1	16	-11	16	-15	-8	17	-4	4	-1	13	5
O=C(O)c1ccc(Nc2ccc(F)c(F)c2)c([N+](=O)[O-])c1	8	-18	-42	1	1	12	10	-4	0	11	3
COc1ccc(-c2nc(C(N)=O)c3[nH]c(=O)n(-c4cccc(Cl)c4)c3n2)cc1OC	2	-52	-3	9	16	24	-5	-8	.	1	21
CC(C)(C)C1CCC(=NNC(=O)CN(c2ccccc2)S(C)(=O)=O)CC1 (stereo not drawn)	-14	21	-21	-11	-5	24	7	0	1	8	20
COc1ccc2[nH]c3c(=O)n(CCCCC(=O)N4CCCC4)c(=S)[nH]c3c2c1	11	-12	-5	9	-15	22	10	0	-6	-5	16
CCCCCc1cc(=O)c2ccccc2o1	-35	-3	-3	-14	-9	-52	10	-5	.	-10	-81
Other structures.
SMILES	TRPM1 prom inh	CF NFkB block	NR2E3 ag-1	TWEAK-Fn14 inh	TROY NFkB inh	HIF-2a inh	KKLEB cytotox	C8 TRAIL sens	NR2E3 ag-2	Shn3 inh set2	Peg3 prom inh
Cc1ccc(NC(=O)COC(=O)COc2ccc(Cl)cc2C)c([N+](=O)[O-])c1	-8	-1	19	-9	16	14	-3	-1	1	-66	8
O=C(NCc1ccc(OC(F)(F)F)cc1)c1cccc2c1C(=O)c1ccc(N3CCCCC3)cc1S2(=O)=O	6	-46	9	-21	-11	-6	-21	6	.	22	-5
COc1cccc(-c2nc(CSCC(=O)N3CCc4ccccc43)c(C)o2)c1	8	6	11	5	13	-28	6	-2	-5	12	10
Cc1ccc(-n2nc3c(c2NC(=O)c2ccco2)CS(=O)C3)cc1 (stereo not drawn)	10	-27	-5	12	4	18	-6	-9	1	15	2
Clc1cc(-c2ccccc2)nc(-c2ccccc2)n1	8	0	5	-1	-37	5	6	29	5	8	4
Cc1cc(C)n2nc(SCC(=O)N(C)c3ccccc3)nc2n1	3	-3	-8	-10	-6	-14	7	-3	2	8	-8
CCOC(=O)CN1C(=O)C(=O)N(Cc2ccccc2)C1=O	0	-1	5	1	-2	21	-5	-9	1	-8	30
CC(SC1=NCCS1)C(=O)Nc1nnc(-c2ccc(F)cc2)s1 (stereo not drawn)	-19	17	-64	-22	-22	-103	-9	6	1	-15	-91
COc1ccc(C(=O)N2N=C(c3cccc(OC)c3)CC2(O)C(F)(F)F)cc1 (stereo not drawn)	1	-13	-23	-5	7	14	-5	7	3	14	22
COc1ccccc1CO/N=C/NC(=O)c1c(OC)ccnc1Oc1ccc(F)cc1	4	-20	-7	20	2	24	-2	17	0	9	12
CCC(C)NC(=O)C1CCN(c2nc(C)cc(C)n2)CC1 (stereo not drawn)	18	6	-18	12	-2	-2	-4	-11	0	2	-8
COc1ccc(S(=O)(=O)N2CCCCCC2)cc1NC(=O)c1ccccc1	0	3	-7	5	-4	3	6	12	-2	-8	17
Oc1c(C=C2N=c3ccccc3=N2)sc(=S)n1-c1ccccc1	-14	-25	-5	14	-29	-14	11	0	2	24	1
CC(=O)Cn1ncc(Br)c(Br)c1=O	99*	96*	30	86*	65*	97*	-83*	4	.	97*	98*
COc1ccccc1N1CCN(C(c2cccs2)c2nnnn2C2CCCC2)CC1 (stereo not drawn)	3	-7	12	-8	0	-1	10	-34	4	12	24
N=C1S/C(=C\c2ccco2)C(=O)N1c1ccc2c(c1)OCO2	-27	26	-6	-6	6	-171	-4	8	1	-45	-128
COCCSc1nnc(NC(=O)C2CCN(C(=O)c3ccco3)CC2)s1	3	-6	-29	33	-2	-10	5	-11	3	12	10
CC(C)=CC(=O)OCC(=O)Nc1ccc(Cl)cn1	8	-7	-8	18	.	6	-18	2	0	-28	-17
COc1ccc(OC)c(NC(=O)C2CCN(S(C)(=O)=O)CC2)c1	1	15	-18	18	-25	5	7	-6	-2	1	2
CC1=C(C(=O)NCc2ccccn2)C2(CCC(C)CC2)OC1=O (stereo not drawn)	10	-13	-5	-2	-8	10	-2	-29	-1	-21	5
OC1COC(c2ccccc2)OC1C1OC(c2ccccc2)OCC1O (stereo not drawn)	-1	4	18	-6	-16	0	9	-4	.	10	-1
CC(C)=C[C@H]1C[C@H](C)[C@H]2CC[C@H](C)c3c(O[C@@H]4O[C@@H](C)[C@@H](O)[C@@H](O)[C@@H]4O)c(O)c(C)c1c32	.	-11	4	6	8	-17	16	-8	.	3	42
COc1ccccc1C(=O)N1CC(=O)Nc2ccc(C)cc2C1c1ccc(F)cc1 (stereo not drawn)	13	-13	-8	13	-10	5	10	12	-1	5	-9
CN(C)C1=NC[C@H](Cc2ccccc2)N1CCC1CCCC1	-1	-4	4	-13	-6	-8	9	11	-1	78	-24
Cc1ccc2c(CN(C)Cc3cccc(F)c3)cc(=O)oc2c1	-84	11	-113	-8	-57	-224	-6	11	-3	-46	-306
CCN(CC)CCOC(=O)C(Cc1cccc2ccccc12)CC1CCCO1 (stereo not drawn)	-9	-2	25	7	-17	10	-5	13	-2	10	-4
Cc1ccc(S(=O)c2ccc(C)cc2)cc1	-9	6	-9	-13	14	10	-1	-8	-2	16	0

Structural class: the entries above with fluorine (9)
SMILES	TRPM1 prom inh	CF NFkB block	NR2E3 ag-1	TWEAK-Fn14 inh	TROY NFkB inh	HIF-2a inh	KKLEB cytotox	C8 TRAIL sens	NR2E3 ag-2	Shn3 inh set2	Peg3 prom inh
Cc1cc(F)ccc1NC(=O)c1cc(S(=O)(=O)N2CCCC2)cn1C	.	20	-16	0	-3	14	-5	5	1	4	2
COc1ccc(-n2c3c(c(=O)[nH]c2=O)C(NC(C)=O)(C(F)(F)F)C(=O)N3)cc1 (stereo not drawn)	1	-3	26	10	14	17	-2	-5	5	-15	11
O=C(O)c1ccc(Nc2ccc(F)c(F)c2)c([N+](=O)[O-])c1	8	-18	-42	1	1	12	10	-4	0	11	3
O=C(NCc1ccc(OC(F)(F)F)cc1)c1cccc2c1C(=O)c1ccc(N3CCCCC3)cc1S2(=O)=O	6	-46	9	-21	-11	-6	-21	6	.	22	-5
CC(SC1=NCCS1)C(=O)Nc1nnc(-c2ccc(F)cc2)s1 (stereo not drawn)	-19	17	-64	-22	-22	-103	-9	6	1	-15	-91
COc1ccc(C(=O)N2N=C(c3cccc(OC)c3)CC2(O)C(F)(F)F)cc1 (stereo not drawn)	1	-13	-23	-5	7	14	-5	7	3	14	22
COc1ccccc1CO/N=C/NC(=O)c1c(OC)ccnc1Oc1ccc(F)cc1	4	-20	-7	20	2	24	-2	17	0	9	12
COc1ccccc1C(=O)N1CC(=O)Nc2ccc(C)cc2C1c1ccc(F)cc1 (stereo not drawn)	13	-13	-8	13	-10	5	10	12	-1	5	-9
Cc1ccc2c(CN(C)Cc3cccc(F)c3)cc(=O)oc2c1	-84	11	-113	-8	-57	-224	-6	11	-3	-46	-306
